Akt phos inh – inhibitors of Akt phosphorylation. Neuro2A IGF-stimulated pAkt S473 HTRF, 20 min; active compounds read low. activity change, % for hits at 50 µM. 360,000 tested, 0.32% active. AID 651550; in the data active = activity change below about -80%; inconclusive = mostly about -51% to -80%; note: % is set by controls: 0 for no effect and ±100 for the full control effect
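Single-point screen (50 µM final compound) in Neuro2A cells stimulated 20 min with 6 nM IGF at 37 deg C. After lysis, Ser473-phosphorylated Akt read by HTRF (ex 330 nm, em 615/665 nm) as the 665/615 ratio.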
A549 viability – counter-screen for Nrf2 inhibitors: cytotoxicity in A549 cells. A549 ARE-Fluc cells, CellTiter-Fluor viability, 18-24 h. Potency, µM (series often up to 46 µM), for inactives: at the highest dose activity change, negative = cytotoxicity, actives largely listed as inhibitors. 390,000 tested, 0.16% active. AID 504648; note: potency is the fitted concentration of half-maximal effect; % is set by controls: 0 for no effect and ±100 for the full control effect
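A549 ARE_Fluc cells in 5% FBS OPTI-MEM were exposed to compounds in concentration-response for 18-24 h at 37 deg C. Viability was read by CellTiter-Fluor fluorescence (Ex 405/Em 525) after 30 min, before the luciferase read.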
EPAC2 antagonist – blocks human EPAC2 exchange factor; Q8WZA2; EPAC2 GEF exchange of Rap1B-BODIPY-GDP, fluorescence; Potency, µM (series often up to 114 µM), for the others: at the highest dose activity, negative = inhibition, hits mostly inhibitors; 360,000 tested, 0.18% active; note: potency is the fitted concentration of half-maximal effect; % is set by controls: 0 for no effect and ±100 for the full control effect; nearly all actives have a fitted effect of over 45% in size; many of its hits are not listed in these tables
Target sequence (Q8WZA2 whole entry, looked up): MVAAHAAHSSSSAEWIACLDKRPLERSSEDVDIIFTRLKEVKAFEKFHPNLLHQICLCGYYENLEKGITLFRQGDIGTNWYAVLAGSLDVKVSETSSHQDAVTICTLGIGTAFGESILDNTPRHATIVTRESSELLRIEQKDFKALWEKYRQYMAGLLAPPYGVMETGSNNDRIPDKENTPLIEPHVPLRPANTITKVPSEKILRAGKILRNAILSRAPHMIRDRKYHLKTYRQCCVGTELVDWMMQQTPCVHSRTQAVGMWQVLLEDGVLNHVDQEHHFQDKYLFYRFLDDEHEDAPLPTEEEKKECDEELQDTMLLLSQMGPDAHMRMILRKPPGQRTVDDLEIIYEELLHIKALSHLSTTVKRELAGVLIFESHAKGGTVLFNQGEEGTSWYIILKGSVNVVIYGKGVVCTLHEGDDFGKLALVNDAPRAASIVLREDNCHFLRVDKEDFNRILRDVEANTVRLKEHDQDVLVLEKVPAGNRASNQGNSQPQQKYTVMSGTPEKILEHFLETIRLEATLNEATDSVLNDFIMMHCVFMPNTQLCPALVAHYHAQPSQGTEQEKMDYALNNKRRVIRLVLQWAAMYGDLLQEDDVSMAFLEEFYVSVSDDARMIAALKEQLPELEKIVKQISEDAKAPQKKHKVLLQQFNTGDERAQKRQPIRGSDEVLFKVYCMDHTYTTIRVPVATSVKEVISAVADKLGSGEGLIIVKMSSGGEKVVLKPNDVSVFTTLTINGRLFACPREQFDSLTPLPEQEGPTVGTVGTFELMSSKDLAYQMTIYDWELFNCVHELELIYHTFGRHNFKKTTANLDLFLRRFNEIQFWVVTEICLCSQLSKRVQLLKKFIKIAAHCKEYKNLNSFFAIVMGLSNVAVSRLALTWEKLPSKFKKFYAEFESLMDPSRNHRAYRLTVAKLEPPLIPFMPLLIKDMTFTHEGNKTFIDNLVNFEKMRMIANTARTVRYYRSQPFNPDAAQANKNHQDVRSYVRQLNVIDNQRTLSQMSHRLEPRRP
Nrf2 block – inhibitors of Nrf2 signaling | 360,000 tested, 2.1% active | A549 ARE-Fluc reporter, luciferase luminescence, 18-24 h | Potency, µM (titrated, usually from 46 µM), for inactives: top-dose activity change, negative = inhibition, hits mostly inhibitors; note: potency is the fitted concentration of half-maximal effect; % is set by controls: 0 for no effect and ±100 for the full control effect; nearly all actives have a fitted effect of over 60% in size
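A549 ARE_Fluc cells (5000/well, 5% FBS OPTI-MEM) pre-incubated 2 h, then treated with compounds 18-24 h at 37C/5% CO2 in concentration-response. CellTiter-Fluor viability read first; BugLite luciferase luminescence after 15 min at room temperature gives Nrf2 activity.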
Nrf2 ARE act – Nrf2 pathway activation. AREc32 ARE-luciferase reporter (MCF7-derived line), luminescence, 24 h. Potency, µM (doses to about 46.1 µM), for the others: at the highest dose activation, usual class: activators. 410,000 tested, 0.31% active; note: potency is the fitted concentration of half-maximal effect; % of control where 0% means no effect; nearly all actives have a fitted effect of over 65% in size
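ARE activation measured as luciferase luminescence (Steady-Glo, 30 min RT) in AREc32_Fluc cells after 24 hr compound exposure at 37 deg C, 5% CO2; cells seeded overnight at 1000/well in OPTI-MEM, 5% FBS.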
TGFb inhibitor – blocks TGF-b signaling; HepG2 CAGA-GFP TGF-b/SMAD3 reporter, GFP fluorescence, 18 h; TGF-beta stimulated, 500 pg/mL final; Potency, µM (series often up to 46.1 µM), for the others: at the top dose activity, negative = inhibition, actives largely listed as inhibitors; 410,000 tested, 1.2% active; AID 588855; note: potency is the fitted concentration of half-maximal effect; % is set by controls: 0 for no effect and ±100 for the full control effect; nearly all actives have a fitted effect of over 65% in size
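HEPG2 CAGA-GFP reporter cells (1000/well, DMEM with 1% FBS) received compounds, then recombinant TGF-beta at 500 pg/mL final for 18 hours at 37 degrees C. Per-cell GFP summed per well was normalised to unstimulated and stimulated DMSO controls before curve fitting.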
CCT modulator – changes cytosolic chaperonin activity. purified chaperonin ATPase assay, HTRF ADP detection, 30 min. activity change, % (no concentration beside the values), hits read low. 360,000 tested, 0.3% active; in the data active = activity change below about -30%; note: % is set by controls: 0 for no effect and ±100 for the full control effect
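First, chaperonin was dispensed at 40 nM or 20 nM final depending on batch activity. Next, compounds were pinned at 76 uM and ATP added at 10 uM. After 30 min at 37 °C, ADP detection reagents ran 30 min at ambient temperature.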
EPAC2 ag – EPAC2 (human) agonism | Q8WZA2 | EPAC2 activation, biochemical qHTS; response scale: 100% = 6.5 mM cAMP response | Potency, µM (highest dose often 154 µM), inactives show at the highest dose activation, usual class: activators | 360,000 tested, 0.079% active | AID 720711; note: potency is the fitted concentration of half-maximal effect; nearly all actives have a fitted effect of over 50% in size
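Compounds were added across a concentration range to EPAC2 (100 nM), RAP1B-BODIPY-GDP (250 nM) and GDP (50 uM). After 5 min at room temperature, fluorescence was recorded at 5-min intervals for 30 min.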
MmCpn inh – M. maripaludis TRiC chaperonin inhibition. 330,000 tested, 0.031% active. Potency, µM (series often up to 76.9 µM), for the others: at the top dose activity, negative = inhibition, actives largely listed as inhibitors. AID 504842. purified Mm-Cpn ATPase, ADP Transcreener TR-FRET; note: potency is the fitted concentration of half-maximal effect; % is set by controls: 0 for no effect and ±100 for the full control effect; nearly all actives have a fitted effect of over 80% in size
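Compound-treated chaperonin, 25 nM final, turns over 10 uM ATP at 37°C for 30 min following a 10 min preincubation; ADP generated competes with ADP-d2 for Eu-cryptate antibody, lowering FRET.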
* marks the source's active call; other numbers are inactive results; & = joins results of further samples; [ ] = another dose, or the depositor's remark. Unless noted, calls come from the whole dose curve; as a rule, active = well fitted curve in the direction sought with a large enough effect; inconclusive = small, poorly fitted or top-dose-only effect, or another doubt; inactive = no such curve, though single readings can be large; an effect the other way counts as inactive or inconclusive.

How did CC12CN3CC(C)(CN(C1)C3c1ccc(OCc3ccccc3)cc1)C2=O (stereo not drawn) do in these assays?
A549 viability: 3%; Nrf2 block: 12%; Nrf2 ARE act: -1.3%; TGFb inhibitor: 0%

Results for COc1ccc(-c2cc3nc[nH]c(=O)c3s2)cc1 ?
Akt phos inh: inactive; A549 viability: 1%; EPAC2 antagonist: 1%; Nrf2 block: 15%; Nrf2 ARE act: 0.3%; TGFb inhibitor: -9%; CCT modulator: 0.0; EPAC2 ag: 4%; MmCpn inh: -2%

How did CCn1c(O)c(C#N)c(C)cc1=O do in these assays?
Akt phos inh: inactive; A549 viability: -13%; EPAC2 antagonist: -2%; Nrf2 block: inconclusive; Nrf2 ARE act: 0.4%; TGFb inhibitor: -3%; CCT modulator: 0.8; EPAC2 ag: -1%; MmCpn inh: -3%

How did COc1ccc(NC(=O)c2oc3ccccc3c2NC(=O)Cc2cccs2)c(OC)c1 do in these assays?
A549 viability: 9%; Nrf2 block: 1%; Nrf2 ARE act: -1.0%; TGFb inhibitor: 0%

Results for Cc1ccsc1/C=N/NC(=O)c1sccc1C ?
Akt phos inh: inactive; A549 viability: 12%; EPAC2 antagonist: 18%; Nrf2 ARE act: 11%; TGFb inhibitor: -6%; CCT modulator: 1.1; EPAC2 ag: 0%; MmCpn inh: -14%

Results for COc1cccc(CN2CCNC(=O)C2CC(=O)N2CCOc3ccccc3C2)c1OC (stereo not drawn) ?
Akt phos inh: inactive; A549 viability: -1%; EPAC2 antagonist: 1%; Nrf2 block: 3%; Nrf2 ARE act: -0.7%; TGFb inhibitor: -3%; CCT modulator: -0.9; EPAC2 ag: 4%; MmCpn inh: -23%

How did O=C(CC(c1ccccc1)c1cc(Cl)ccc1O)NCCN1CCOCC1 (stereo not drawn) do in these assays?
Akt phos inh: inactive; A549 viability: 4%; EPAC2 antagonist: 14%; Nrf2 block: 0%; Nrf2 ARE act: -0.8%; TGFb inhibitor: -7%; CCT modulator: -3.7; EPAC2 ag: 17%; MmCpn inh: 2%

How did Cc1ccc(C(=O)OCC(=O)Nc2cc(C(C)(C)C)no2)c(C)c1 do in these assays?
Akt phos inh: inactive; A549 viability: 3%; EPAC2 antagonist: -7%; Nrf2 block: -1%; Nrf2 ARE act: -1.0%; TGFb inhibitor: inconclusive; CCT modulator: -0.6; EPAC2 ag: 2%; MmCpn inh: -3%

Results for Cn1c(N/N=C/c2c[nH]c3ccccc23)nc2ccccc21 ?
Akt phos inh: inactive; A549 viability: -12%; EPAC2 antagonist: 2%; Nrf2 block: 10%; Nrf2 ARE act: 0.1%; TGFb inhibitor: inconclusive; CCT modulator: 0.9; EPAC2 ag: 4%; MmCpn inh: -2%

How did Cn1c(=O)[nH]c(=O)c2c1nc(N1CCOCC1)n2CC(O)COc1ccccc1 (stereo not drawn) do in these assays?
Akt phos inh: inactive; A549 viability: 2%; EPAC2 antagonist: 2%; Nrf2 block: -6%; Nrf2 ARE act: -0.1%; TGFb inhibitor: -1%; CCT modulator: -1.5; EPAC2 ag: 6%; MmCpn inh: 0%

What do the screens show for `COc1ccc(/C=N/NC(=O)c2[nH]c3ccc(Br)cc3c2-c2ccccc2)cc1`?
Akt phos inh: inactive; A549 viability: -20%; EPAC2 antagonist: 3%; Nrf2 block: inconclusive; Nrf2 ARE act: 0.4%; TGFb inhibitor: inconclusive; CCT modulator: 0.0; EPAC2 ag: 4%; MmCpn inh: 1%

Results for Cc1nnc(SCC(=O)NC(=O)Nc2ccc3c(c2)OCCO3)n1N ?
Akt phos inh: inactive; A549 viability: 2%; EPAC2 antagonist: -2%; Nrf2 block: 16%; Nrf2 ARE act: 0.1%; TGFb inhibitor: -7%; CCT modulator: -5.7; EPAC2 ag: 9%; MmCpn inh: -6%

How did NC(=S)N/N=C/c1coc2cc(Br)ccc2c1=O do in these assays?
Akt phos inh: inactive; A549 viability: 3%; EPAC2 antagonist: 3%; Nrf2 block: -1%; Nrf2 ARE act: 4.1%; TGFb inhibitor: -25%; CCT modulator: -2.5; EPAC2 ag: 7%; MmCpn inh: -3%

How did COCCNC(=O)CCc1nc2cccnc2n1Cc1ccc(OC)cc1 do in these assays?
Akt phos inh: inactive; A549 viability: 0%&0%; EPAC2 antagonist: 2%; Nrf2 block: -8%&2%; Nrf2 ARE act: 2.9%&0.6%; TGFb inhibitor: 2%&-1%; CCT modulator: -0.4; EPAC2 ag: 10%; MmCpn inh: 0%

Results for Cc1[nH]c2ccccc2c1/C=N/NC(=O)c1cc(-c2ccncc2)nc2ccccc12 ?
Akt phos inh: inactive; A549 viability: -10%; EPAC2 antagonist: 1%; Nrf2 block: 15%; Nrf2 ARE act: 2.7%; TGFb inhibitor: -9%; CCT modulator: 0.1; EPAC2 ag: 15%; MmCpn inh: -1%

Next part; it opens with the 2 that closed the last part.
How did COCCNC(=O)CCc1nc2cccnc2n1Cc1ccc(OC)cc1 do in these assays?
Akt phos inh: inactive; A549 viability: 0%&0%; EPAC2 antagonist: 2%; Nrf2 block: -8%&2%; Nrf2 ARE act: 2.9%&0.6%; TGFb inhibitor: 2%&-1%; CCT modulator: -0.4; EPAC2 ag: 10%; MmCpn inh: 0%

Results for Cc1[nH]c2ccccc2c1/C=N/NC(=O)c1cc(-c2ccncc2)nc2ccccc12 ?
Akt phos inh: inactive; A549 viability: -10%; EPAC2 antagonist: 1%; Nrf2 block: 15%; Nrf2 ARE act: 2.7%; TGFb inhibitor: -9%; CCT modulator: 0.1; EPAC2 ag: 15%; MmCpn inh: -1%

Results for CC1CCN(C(=O)c2cc3ccccc3o2)CC1 ?
Akt phos inh: inactive; A549 viability: 2%; EPAC2 antagonist: 4%; Nrf2 block: inconclusive; Nrf2 ARE act: 0.4%; TGFb inhibitor: 0%; CCT modulator: -36*; EPAC2 ag: 4%; MmCpn inh: 0%

How did O=C(CCN1C(=O)c2cccc3cccc(c23)C1=O)NCc1ccco1 do in these assays?
Akt phos inh: inactive; A549 viability: 10%; EPAC2 antagonist: -6%; Nrf2 block: -24%; Nrf2 ARE act: inconclusive; TGFb inhibitor: -6%; CCT modulator: -2.1; EPAC2 ag: 5%; MmCpn inh: 1%

Results for COc1cccc(OCc2cc(C(=O)N(C)CCC3CCCCO3)no2)c1 (stereo not drawn) ?
Akt phos inh: inactive; A549 viability: -3%; EPAC2 antagonist: -3%; Nrf2 block: inconclusive; Nrf2 ARE act: 0.4%; TGFb inhibitor: 8%; CCT modulator: -1.9; EPAC2 ag: -2%; MmCpn inh: 2%

What do the screens show for `O=Cc1ccc([B-](F)(F)F)s1`?
Akt phos inh: inactive; A549 viability: -7%; EPAC2 antagonist: 12%; Nrf2 block: -16%; Nrf2 ARE act: 0.7%; TGFb inhibitor: 9%; CCT modulator: 1.6; EPAC2 ag: 4%

What do the screens show for `Cc1cccc(OCCCn2c(CCNC(=O)C(C)C)nc3ccccc32)c1`?
Akt phos inh: inactive; A549 viability: 2%; EPAC2 antagonist: -2%; Nrf2 block: -8%; Nrf2 ARE act: 2.9%; TGFb inhibitor: inconclusive; CCT modulator: -0.6; EPAC2 ag: -1%; MmCpn inh: 1%

What do the screens show for `Cc1ccc(NC(=O)CS(=O)(=O)c2cn(CC(=O)N3CCOCC3)c3ccccc23)cc1`?
Akt phos inh: inactive; A549 viability: -1%; EPAC2 antagonist: 0%; Nrf2 block: inconclusive; Nrf2 ARE act: 0.3%; TGFb inhibitor: 7%; CCT modulator: -1.5; EPAC2 ag: 6%; MmCpn inh: 3%

Results for COc1ccc(C(=O)Oc2cc(OC)cc(OC)c2C(C)=O)cc1 ?
Akt phos inh: inactive; A549 viability: 8%; EPAC2 antagonist: inconclusive; Nrf2 block: -1%; Nrf2 ARE act: -1.2%; TGFb inhibitor: 4%; CCT modulator: -2.4; EPAC2 ag: 9%; MmCpn inh: 2%

How did C#CCOc1ccccc1/C=C1/C(=O)ON=C1C do in these assays?
Akt phos inh: inactive; A549 viability: 4%; EPAC2 antagonist: -3%; Nrf2 block: 1%; Nrf2 ARE act: 0.5%; TGFb inhibitor: -16%; CCT modulator: -0.8; EPAC2 ag: 7%; MmCpn inh: 0%

How did Cc1ccc(NC(=O)c2c(C)nc3sc(C(=O)Nc4ccc(F)cc4)c(N)c3c2-c2ccc(C)o2)c(C)c1 do in these assays?
A549 viability: 1%; Nrf2 block: 1%; Nrf2 ARE act: -0.2%; TGFb inhibitor: 52%[activator]

How did O=C(NCCc1c[nH]c2ccccc12)C(=O)c1c[nH]c2ccccc12 do in these assays?
A549 viability: -6%; EPAC2 antagonist: 0%; Nrf2 block: 4%; Nrf2 ARE act: 3.4%; TGFb inhibitor: inconclusive; CCT modulator: -87*; EPAC2 ag: 9%; MmCpn inh: 2%

How did Cc1ccc(-n2c(=O)cc(N3CCc4ccccc4C3)[nH]c2=O)cc1 do in these assays?
Akt phos inh: inactive; A549 viability: 2%; EPAC2 antagonist: 3%; Nrf2 block: 3%; Nrf2 ARE act: 0.0%; TGFb inhibitor: inconclusive; CCT modulator: -7.0; EPAC2 ag: -5%; MmCpn inh: 2%

Screening data: PubChem, National Center for Advancing Translational Sciences (NCATS)

The list is partial; count on the stated rates, not on these rows.
